Ecoli viability: E. coli V3065 growth inhibition, primary screen, counter-screen for AddAB inhibitor project, absorbance, OD600. 18 h. AID 449728, 2010. inhibition, % at 11.9 µM. actives 0.27% (n = 330,000);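 active = inhibition above the campaign's mean inhibition across all tested compounds plus 3 SD, cut at about 9.9% in these data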;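 also: uninfected addAB+ strain grown without phage in ampicillin broth; 0% = DMSO wells and 100% = ciprofloxacin 0.95 µg/ml wells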
PKA-R1A act: activators of PKA-R1A holoenzyme, primary screen, biochemical, fluorescence polarization, Cy5-IP20, bovine R1A, mouse PKAc | cAMP-dependent protein kinase type I-alpha regulatory subunit (Bos taurus) + … | PKA-R1A dissociation; scaled: DMSO 0%, 113 µM cGMP 100% | activation, % at 11.4 µM | actives 0.083% (n = 340,000) | AID 504707, 2011;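 active = percent activation above the mean of all tested compounds plus 3 SD, cut at about 19% in these data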;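 also: higher means more PKAc released from R1A so a rise in polarization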
OPRM1-OPRD1 ag: agonists of OPRM1-OPRD1 heterodimerization, primary screen, cell-based, luminescence; actives 0.3% (n = 340,000); activation, % at 9.3 µM; AID 504326, 2011; cells; Mu-type opioid receptor (Homo sapiens) + Delta-type opioid receptor (Homo sapiens), …; in the data active = activation above about 18%;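 also: 0% = vehicle-treated cells and 100% = reference agonist; values of inactives mirror those of a sister screen read the other way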
OPRM1-OPRD1 inv: inverse agonists of MOR-DOR heterodimerization, primary screen, cell-based, luminescence; cell-based MOR-DOR heterodimer luminescence, inverse agonism; Mu-type opioid receptor (Homo sapiens) + Delta-type opioid receptor (Homo sapiens), …; actives 0.21% (n = 340,000); inhibition, % at 9.3 µM; in the data active = inhibition above about 22%, passing the limit was not always enough;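 also: 0% = cells with DMSO and 100% = wells without cells with DMSO; values of inactives mirror those of a sister screen read the other way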
HTR5A inv ag: HTR5A inverse agonists in luminescence cell assay, primary screen, counter-screen for OPRM1-OPRD1 heterodimer inverse agonist project, full-deck HTS; HTR5A cell line, inverse agonism; AID 504634, 2011; inhibition, % at 9.3 µM; 5-hydroxytryptamine receptor 5A (Homo sapiens), P47898; actives 0.083% (n = 340,000); in the data active = inhibition mostly above about 23%, no sharp cut-off; inactive = mostly below about 18%;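 also: 0% = cells with DMSO and 100% = no-cell wells with DMSO; some compounds called inactive have numbers as strong as hits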
Target sequence (P47898 whole entry, looked up): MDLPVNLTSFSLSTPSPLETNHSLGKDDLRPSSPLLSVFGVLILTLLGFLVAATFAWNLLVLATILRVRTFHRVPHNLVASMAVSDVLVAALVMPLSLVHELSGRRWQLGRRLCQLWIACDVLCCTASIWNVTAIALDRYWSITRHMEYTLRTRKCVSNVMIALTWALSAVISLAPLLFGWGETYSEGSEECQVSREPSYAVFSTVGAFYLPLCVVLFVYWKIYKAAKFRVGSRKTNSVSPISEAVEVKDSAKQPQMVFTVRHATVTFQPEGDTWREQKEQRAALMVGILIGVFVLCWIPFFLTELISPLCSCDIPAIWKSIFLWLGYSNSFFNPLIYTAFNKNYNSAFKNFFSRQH
SUMO Mot1 rescue: yeast Mot1-301 growth rescue at high temperature, primary screen, SUMOylation pathway inhibitor project, S. cerevisiae, ATP luminescence, 38.5C | S. cerevisiae Mot1-301 growth rescue; percent above DMSO median, 100 means doubled | growth rescue, % at 18.8 µM | actives 1% (n = 320,000);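 active = every valid replicate shows activation above 250% relative to neutral control wells; inactive = the rest, any valid replicate at or below 250%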;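 also: OY570 slx delta 5 strain wells were the positive control but not used for scaling; some compounds called inactive have numbers as strong as hits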
AddAB inh: growth inhibition of E. coli expressing H. pylori AddAB, primary screen, AddAB inhibitor project, absorbance; inhibition, % at 11.9 µM; actives 0.29% (n = 330,000); in the data active = inhibition above about 12%;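 also: 0% = vehicle wells of infected cells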
Pemphigus Ab inh: inhibitors of pemphigus antibody binding to DSG3, primary screen, biochemical, bead-based, flow cytometry, scFv-GFP; Desmoglein-3 (Homo sapiens), P32926; actives 0.48% (n = 310,000); binding (percent of control), % at 10 µM; DSG3-coupled beads, scFv-anti-DSG3-GFP binding; stronger effect = lower value;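 active = binding more than 3 SD below its plate's average and above zero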;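 also: hits lower antibody fragment binding to DSG3; some compounds called inactive have numbers as strong as hits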
phage Ecoli inh: growth loss of phage-infected E. coli, primary screen, RecBCD inhibitor project, absorbance, with phage, HTS. inhibition, % at 11.9 µM. actives 0.26% (n = 360,000); in the data active = inhibition above about 11%
HTR5A ag: HTR5A agonists in luminescence cell assay, primary screen, counter-screen for OPRM1-OPRD1 heterodimer agonist project, full-deck HTS. 5-hydroxytryptamine receptor 5A (Homo sapiens), P47898. cell-based. activation, % at 9.3 µM. actives 0.61% (n = 340,000); in the data active = activation mostly above about 9.5%, no sharp cut-off; inactive = mostly below about 7.6%;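 also: 0% = cells with vehicle only and 100% = reference agonist; strong numbers were not always called active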
PfHsp90 yeast 2: growth inhibition of PfHsp90-expressing yeast, primary screen, antimalarial PfHsp90 inhibitor project, S. cerevisiae, BacTiter-Glo luminescence, single point, set 2; AID 504621, 2011; inhibition, % at 9.4 µM; actives 0.32% (n = 310,000); BacTiter-Glo ATP, 48 h; yeast lacking PDR1 and PDR3 efflux regulators;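 active = every replicate shows inhibition above about 80%, whatever the replicate mean, limit read from the data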;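 also: 0% = DMSO neutral controls and 100% = 20 µM radicicol positive controls; yeast relying on Plasmodium falciparum Hsp90 in place of its own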
Numbers without * were called inactive; . = no result given; & = joins results of further samples.

SMILES	Ecoli viability	PKA-R1A act	OPRM1-OPRD1 ag	OPRM1-OPRD1 inv	HTR5A inv ag	SUMO Mot1 rescue	AddAB inh	Pemphigus Ab inh	phage Ecoli inh	HTR5A ag	PfHsp90 yeast 2
CCC(C(=O)NCCc1c[nH]c2ccc(C)cc12)c1ccccc1 (centres undefined)	-2.9	-0.4	-2.4	11.4	-20.9	-10.3	-2.2	101.6	4.5	5.6	11.7
CCc1ccc(C(=O)COC(=O)CNC(=O)Cc2ccccc2)cc1	-0.6	-6.0	-2.3	13.1	1.0	-3.1	1.3	.	0.9	-0.3	-9.8
COc1cc2c(cc1C1NC(=S)NC(C)=C1C(N)=O)CCCC2 (centres undefined)	-1.0	2.0	0.1	-1.1	-12.3	-13.6	1.0	107.7	4.9	4.3	14.8
CCOC(=O)c1c(C)c(C(=O)NCc2ccco2)c(C)n1Cc1ccccc1	-1.5	0.8	-0.1	0.3	3.3	0.2	0.9	100.6	.	-1.0	2.2
Cc1cc2c(c(=O)o1)C(C1C=CCCC1)C(C#N)=C(N)O2 (centres undefined)	0.9	-7.0	0.8	-4.9	1.0	19.4	2.0	.	1.7	2.9	.
Cc1ccc(N2CC(C(=O)N3CCCCCC3)CC2=O)cc1 (centres undefined)	0.2	10.8	-1.8	9.8	-4.7	2.7	4.2	104.0	-0.6	6.3	2.7
OC(Cn1cccn1)c1ccccc1 (centres undefined)	-0.7	1.1	0.9	-5.0	4.2	-8.0	0.2	99.5	-9.0	-0.1	-12.8
C=CCOc1ccc(C(=O)Nc2ncn[nH]2)cc1	-0.5	-8.6	0.3	-1.6	-2.7	-27.7	4.1	159.6	2.8	0.7	6.7
COC(=O)CNS(=O)(=O)c1ccc(C)cc1	-1.2	-7.4	1.0	-5.0	-12.1	12.4	0.4	98.2	2.3	1.1	-27.7
O=C(Nc1ccc(Cl)cc1)c1ccncc1	-0.6	-3.7	-2.7	14.4	14.3	6.1	5.0	96.8	4.3	-0.3	-8.4
CN1CCN(c2nc3c(c(=O)n(C)c(=O)n3C)n2Cc2ccccc2F)CC1	2.7	5.6	-2.2	11.0	1.6	-4.4	-0.8	117.6	1.2	-0.4	4.2
CC(=O)c1ccc(OCCn2c(SCC(=O)O)nc3ccccc32)cc1	.	5.8	-1.9	9.3	-5.5	7.2	.	98.6	2.4	-0.4	-6.7
CSCC[C@H](NC(=O)C(C)(C)Oc1ccc(Cl)cc1)c1nc2ccccc2[nH]1	-0.8	3.5	-3.8	18.6	2.1	-5.9	1.0	97.0	2.9	-0.9	-26.8
Cc1ccc2sc(N(CCCN(C)C)C(=O)c3ccc(S(=O)(=O)N(C)C)cc3)nc2c1C	0.7	-0.2	-0.6	4.5	-6.7	0.3	-1.4	113.7	3.8	1.3	-7.6
O=C(NCCNCc1cccs1)c1ccccc1F	-1.9	-15.3	-3.5	16.4	-6.1	-15.4	2.5	95.7	1.4	2.2	8.9
N#C/C(=C\c1c(N2CCCCC2)nc2ccccn2c1=O)C(=O)NC1CCS(=O)(=O)C1 (centres undefined)	1.3	0.9	-1.9	9.8	-7.0	9.4	0.3	99.3	1.3	1.3	-6.3
CN(C)/C=C1/OC(=O)C(C#N)=C1c1ccc(Cl)cc1	1.2	3.6	-3.4	17.1	-7.4	-18.2	2.2	101.8	-0.3	2.0	1.8
COC(=O)c1cc(C(=O)CSc2nc(C)cc(C)n2)ccc1O	-0.8	3.9	-2.6	14.5	-12.5	-11.6	-1.6	106.7	1.6	4.9	0.3
Cc1ccc(C)n1-c1ccc(-c2nnc3n2CCCCC3)s1	2.1	3.4	1.2	-6.6	-6.5	27.3	1.0	106.3	2.4	1.8	3.2
Cc1ccc(-n2ncc3c(N4CCC(C(N)=O)CC4)ncnc32)c(C)c1	1.9	5.5	0.4	-1.8	1.9	-5.2	0.5	100.2	5.4	5.1	-18.3

A few values from the list.
SUMO Mot1 rescue, `COC(=O)c1cc(C(=O)CSc2nc(C)cc(C)n2)ccc1O` : -11.6
Ecoli viability, `CCOC(=O)c1c(C)c(C(=O)NCc2ccco2)c(C)n1Cc1ccccc1` : -1.5

The list continues:
SMILES	Ecoli viability	PKA-R1A act	OPRM1-OPRD1 ag	OPRM1-OPRD1 inv	HTR5A inv ag	SUMO Mot1 rescue	AddAB inh	Pemphigus Ab inh	phage Ecoli inh	HTR5A ag	PfHsp90 yeast 2
COc1ccc(N2CCN(C(=O)Cc3ccc(C)cc3)CC2)cc1	-0.3	-14.3	-0.4	2.1	-9.4	158.1	-0.6	104.0	-0.4	2.5	9.4
Cn1c(=O)c(=O)n(C)c2cc(N3CCCC3)c(NS(=O)(=O)c3ccc(F)cc3)cc21	-0.3	5.2	-1.7	9.1	1.7	218.1	4.5	.	2.2	-2.5	16.9
CCCCCCCCCCCCCCCC[n+]1cccc(C(=O)N(CC)CC)c1	-4.4	-21.3&5.9	-1.5&5.3	7.2&-24.6	3.9&-42.4	-37.5	-16.4	140.9&112.9	3.6	-1.0&4.3	106.9*
COc1ccc(C(C)NC(=O)CCc2ccccc2)cc1 (centres undefined)	-0.5	2.3	-3.5	16.8	9.4	29.1	4.2	98.4	4.2	-2.5	-7.8
COC(=O)CNC(=O)C1CCCN1C(=O)OC(C)(C)C (centres undefined)	-0.2	0.5	0.5	-2.4	-17.1	18.5	-1.6	99.3	0.5	1.6	-6.9
CNc1nc(NC#N)nc(SC)n1	-0.3	-4.7	-0.5	2.4	8.0	49.5	1.1	94.3	1.7	-0.6	-10.0
Cc1ccc(N2C(=O)C3C4CC(=O)C(c5ccccc54)C3C2=O)cc1C (centres undefined)	0.8	-2.0	-0.1	0.3	13.1	-4.1	3.3	130.8	2.2	-2.1	4.0
Cc1cccn2cc(-c3ccccc3)nc12	-0.6	-4.6	-0.8	4.4	-18.2	12.4	-1.5	97.9	0.1	0.4	-22.8
CCOC(=O)c1c(NC(=O)COc2ccccc2)sc2c1CC(C)(C)NC2(C)C	-2.4	-9.5	-0.7	3.3	14.3	328.4	0.3	105.0	3.0	-5.2	4.6
CN(C)S(=O)(=O)c1ccc(C(=O)NNC(=O)C23CC4CC(CC(C4)C2)C3)cc1	1.0	-3.7	-2.9	12.6	9.6	26.1	2.4	90.4	0.6	-3.9	3.7
COc1ccccc1NC(=O)c1sc2nc3n(c(=O)c2c1C)CCC3	-0.2	-9.9	-2.5	13.1	3.3	0.2	5.1	.	2.6	-0.9	2.0
Cc1nn(-c2cccc(Cl)c2)c2c1C(c1cccnc1)C(C#N)=C(N)O2 (centres undefined)	-1.5	-12.0	-0.5	2.9	-6.3	-17.4	1.1	.	3.6	-5.5	-14.3
CCCCN(CCCNC(=O)c1c(C)cc(=O)oc1C)c1ccccc1	1.6	2.8	-0.9	4.8	-30.3	-10.7	3.4	100.9	-1.9	-1.9	25.3
CCOC(=O)[C@H]1[C@H]2COc3ccc(Cl)cc3[C@@H]2N2C(=O)c3ccc(C)cc3NC(=O)[C@@]12C	0.8	0.9	-0.1	0.3	-6.2	3.5	4.2	94.4	3.6	2.3	-2.8
CC(C)C(=O)Nc1c2c(nn1-c1ccc(F)cc1)CSC2	-0.4	-4.3	-2.6	13.3	6.2	12.0	2.0	100.4	3.5	-1.6	7.1
Cc1cc2nccc(-c3ccc(OCCCF)cc3)n2n1	0.7	-9.4	2.3	-10.3	-1.1	2.1	1.4	98.7	1.6	0.3	-3.9
CCOc1ccccc1C(=O)Nc1cc2c(cc1N1CCCC1)n(CC)c(=O)n2CC	-0.6	2.0	-1.3	6.6	-3.3	2.3	0.8	96.4	-0.5	-2.9	-76.7
Cc1cccc(OCC(=O)NNC(=O)c2cc3ccccc3oc2=O)c1	-6.0	-9.5	-3.8	15.6	3.4	-3.5	-1.1	101.1	-1.3	-2.2	9.0
O=C(COc1ccccc1F)N1CCc2ccccc2C1	-0.7	10.0	-4.4	21.5	12.6	-13.9	-2.6	95.9	3.6	-5.3	-15.5
O=C(CNc1ccccc1)N/N=C/c1c(O)ccc2ccccc12	1.7	-6.5	2.6	-13.2	7.5	165.3	0.0	89.2	-2.4	-2.0	-14.4
COc1cc(Br)c(-c2sc(Nc3ccccc3)n[n+]2-c2ccccc2)cc1OC	2.2	-4.4	-3.5	19.2	-7.0	-11.6	5.3	107.7	2.7	-1.7	-0.1
CCN(C(=O)CSc1ncccn1)c1c(N)n(Cc2ccccc2)c(=O)[nH]c1=O	.	-14.1	0.1	-0.5	-0.4	.	.	116.2	6.1	0.2	.
Cc1c(CN2CCN(c3cccc(C(F)(F)F)c3)CC2)c(=O)n(-c2ccccc2)n1C	1.2	-6.3	-2.0	12.0	6.3	11.9	1.6	88.3	2.4	-9.5	-5.8
CCN(CC)C(=O)c1ccc2c(c1)nnn2C	-0.3	-4.7	-0.1	0.4	5.7	22.2	1.6	105.5	3.9	-2.1	-9.3
Cc1ccc(Cl)c2c1NC(=O)C2=O	-0.7	4.5	-18.7	85.9*	22.5	1.4	-1.2	103.1	-1.1	-4.4	5.7
Cc1nn(-c2ccccc2)c(Cl)c1/C=N/NC(=O)c1cccnc1	-1.2	-3.0	-1.3	6.7	2.9	.	-2.5	107.0	5.3	-0.8	-3.3
O=S(=O)(Nc1ncccn1)c1ccc(-n2cnnn2)cc1	2.1	4.8	-2.5	12.7	-8.2	-16.1	4.0	105.4	3.2	-0.8	-0.5
O=C(NC1(C(=O)NC2CCCCC2)CCCCC1)c1ccc2c(c1)OCO2	1.6	3.7	-2.5	14.6	-13.7	0.2	1.2	93.5	0.3	-0.5	0.8
CCOCN(C(=O)Cn1c(CO)nc2ccccc21)c1c(C)cccc1CC	-2.1	-0.7	.	.	.	10.6	3.6	91.6	0.9	.	-31.7
O=C(Nc1ccc(F)cc1)Nn1cnnc1	2.3	-1.2	-4.4	19.6	-6.0	1.4	-0.2	94.3	0.8	1.6	10.9
CC1Cc2cccc3ccc(=O)n(c23)C1 (centres undefined)	.	-6.2	-0.8	3.5	-10.9	.	.	107.4	3.6	2.8	-63.2
CNc1ccccc(C(=O)/C=C/c2ccccc2OC)c1=O	1.9	-5.7	3.5	-21.3	-7.3	-14.6	2.1	95.2	1.7	2.7	31.8
COC(=O)c1ccc([N+](=O)[O-])cc1N1C(=O)C2C3CCC(C3)C2C1=O (centres undefined)	0.4	-8.7	3.0	-21.0	-4.0	-14.5	-0.8	95.2	2.0	1.4	-9.2
CCOC(=O)c1c(C)cc(=O)oc1C	1.4	0.7	-0.7	3.6	-22.1	170.7	2.8	78.2	-0.6	-3.4	9.2

Screening data as filed in PubChem BioAssay.
